# All columns: NCI-60 one-dose screen, growth in % after 48 h at 10 µM unless noted; 100 = growth as untreated, 0 = no growth, -100 = all killed.
# UACC-62 = UACC-62 melanoma; 81,000 compounds, 5.4% hits
# LOX IMVI = LOX IMVI melanoma; 79,000 compounds, 7.4% hits; AID 1794757
# SK-MEL-28 = SK-MEL-28 melanoma; AID 1794761; 81,000 compounds, 4.1% hits
# MDA-MB-435 = MDA-MB-435 melanoma; AID 1794794; 82,000 compounds, 7.8% hits
# SK-MEL-2 = SK-MEL-2 melanoma | 77,000 compounds, 4.7% hits
# MALME-3M = MALME-3M melanoma; 78,000 compounds, 5.8% hits; AID 1794766
# SK-MEL-5 = SK-MEL-5 melanoma; 80,000 compounds, 6.4% hits; AID 1794755
# UACC-257 = UACC-257 melanoma; 78,000 compounds, 4.4% hits
# Active calls of the source: *; · = not tested or not shown. Rule for the calls: active = growth percent below 10; inactive = the rest. Not a hit list; about 13% have a hit in one of these screens.
SMILES,UACC-62,LOX IMVI,SK-MEL-28,MDA-MB-435,SK-MEL-2,MALME-3M,SK-MEL-5,UACC-257
CCN(CC)CCC(CNc1c(C)cnc2cc(Cl)ccc12)c1ccc(OC)cc1 (configuration not stated),97.6,59.3,102.9,84.6,97.3,82.0,87.4,107.7
COc1ccc(C2=NN3C(C2)c2ccccc2OC3c2ccc(/C=C3\SC(=O)NC3=O)cc2)cc1 (configuration not stated),92.8,67.4,100.0,101.3,99.6,100.0,97.1,100.1
CCCCCCCCCC(=O)Oc1ccc(/C=C/c2cc(OC(=O)CCCCCCCCC)cc(OC(=O)CCCCCCCCC)c2)cc1,96.9,93.5,97.4,99.0,117.6,87.2,102.8,102.1
O=C(CCCCl)NCCNc1nccc(Nc2ccc(S(=O)(=O)Nc3ccccn3)cc2)n1,99.7,102.2,110.6,122.2,101.9,109.2,103.4,79.2
CCCCCCCCCCCC[n+]1ccc2ccccc2c1,-62.1*,-75.0*,-28.6*,-69.6*,-24.7*,·,-93.7*,-39.2*
CC(=O)Nc1ccc(NC(C)=O)cc1,93.4,·,107.0,103.0,108.8,93.2,103.4,99.7
Cc1ccc(NC(=O)C2=NCCCCN2)c(C)c1,97.0,97.1,107.9,107.8,108.1,107.0,99.5,106.9
Cc1ccc(S(=O)(=O)Oc2ccc3c4c(c(=O)oc3c2)CCCCC4)cc1,56.5,62.8,79.5,57.0,·,71.9,20.5,32.0
CC1CC[N+]2(CCCCC2)CC1,101.7,99.0,98.7,107.3,105.1,102.2,103.3,105.2
CNC(=O)[C@H](O)[C@H](Cc1ccccc1)N(Cc1ccccc1)Cc1ccccc1,85.7,100.3,111.8,108.5,113.8,110.7,103.8,111.8
Cc1c(-n2cc(-c3ccccc3)c3c(-n4[nH]c(=O)c(CC(=O)c5ccc(Cl)c(Cl)c5)c4-c4cccc([N+](=O)[O-])c4)ncnc32)c(=O)n(-c2ccccc2)n1C,43.2,52.2,95.9,75.8,70.7,91.9,59.5,70.2
CCN(C(=O)CN1C(=O)/C(=C/c2cccs2)SC1=S)C1CCS(=O)(=O)C1 (configuration not stated),75.1,95.8,104.5,101.4,101.7,105.9,97.2,98.2
COc1ccc(-c2c(C#N)c(-c3ccc(C)cc3)nc3c2c(-c2ccccc2)nn3-c2ccccc2)cc1,97.3,99.6,95.1,94.6,108.2,107.1,106.2,106.0
CCOc1ccc(/C=N\Nc2ccc([N+](=O)[O-])cn2)cc1OCC,92.7,87.2,116.3,102.6,121.6,120.8,112.5,101.2
O=C(NC(=O)C1CC(=O)N(C(=O)Nc2ccc(Cl)c(Cl)c2)C1)Nc1ccc(Cl)c(Cl)c1 (configuration not stated),87.7,94.8,116.1,105.0,96.2,112.0,111.5,87.9
COc1ccccc1/C=C(\C)C(=O)O,99.7,94.8,106.5,103.5,96.4,107.4,102.3,92.1
CC(=O)CCSc1ccc(OC(C)=O)cc1,93.1,98.1,107.5,104.2,99.5,114.9,96.1,88.1
C=CCOC(=O)c1ccco1,97.7,100.2,105.7,106.0,120.2,106.8,105.9,96.1
[N-]=[N+]=Nc1nc(NC2CCCC2)nc(-c2ccc(C(F)(F)F)cc2)n1,32.7,64.2,96.5,92.6,100.8,113.9,82.0,95.7
COC(=O)CCc1c[nH]c2ccc([N+](=O)[O-])cc12,100.8,90.5,92.8,105.1,95.3,97.4,102.6,102.0
CCC(c1ccc(OC)cc1)C(CC)c1ccc(O)c(CN2CCCC2)c1 (configuration not stated),-74.1*,-79.1*,-50.9*,-31.6*,-37.6*,-56.1*,-91.8*,·
CCC#CC[C@H]1C/C=C2/C(=O)C=C[C@@H]2C/C=C\CCCC(=O)O1,-17.6*,-55.8*,1.6*,-0.7*,8.9*,1.5*,-85.6*,·
Oc1ccccc1-c1n[nH]c(/C=C/c2ccc(Br)cc2)n1,90.3,102.2,99.4,94.2,95.5,102.8,100.0,·
CCOC(=O)CNc1ncnc2onc(-c3ccccc3)c12,85.8,99.5,112.8,102.2,90.8,124.9,102.3,103.2
C(=N\Nc1nn[nH]n1)/c1ccccc1,103.0,98.7,118.3,113.3,103.6,82.6,114.5,116.7
Cc1cc2ccccc2cc1Br,99.6,102.4,107.9,105.7,106.2,118.9,103.8,97.8
O=C(Nc1cccc(-c2nc3ccccc3c(=O)[nH]2)c1)c1ccc(Br)cc1,86.2,92.2,111.2,95.1,90.2,123.3,96.9,99.7
Cc1c(Cc2cccc(C(F)(F)F)c2)sc2nc(=O)c3cn(C)nc3n12,34.4,56.8,112.8,87.6,95.4,100.7,100.8,97.1
CC(C)(C)n1nnnc1C(Nc1cccc(C(F)(F)F)c1)c1cc2cccc3ccc4cccc1c4c32 (configuration not stated),76.9,93.0,92.5,87.1,·,97.9,78.8,101.4
CNC(=O)c1ccc(S(=O)(=O)Nc2ccc(NC(=O)CCCC(=O)O)cc2)cc1,91.2,106.2,101.3,106.3,83.7,102.5,108.3,91.4

# Record cards, from the list above:
# `CC(C)(C)n1nnnc1C(Nc1cccc(C(F)(F)F)c1)c1cc2cccc3ccc4cccc1c4c32` (configuration not stated) in the list: UACC-62: 76.9; LOX IMVI: 93.0; SK-MEL-28: 92.5; MDA-MB-435: 87.1; SK-MEL-2: ·; MALME-3M: 97.9; SK-MEL-5: 78.8; UACC-257: 101.4
# `C(=N\Nc1nn[nH]n1)/c1ccccc1` in the list: UACC-62: 103.0; LOX IMVI: 98.7; SK-MEL-28: 118.3; MDA-MB-435: 113.3; SK-MEL-2: 103.6; MALME-3M: 82.6; SK-MEL-5: 114.5; UACC-257: 116.7

# Going on with the list.
SMILES,UACC-62,LOX IMVI,SK-MEL-28,MDA-MB-435,SK-MEL-2,MALME-3M,SK-MEL-5,UACC-257
COc1cc(C)cc2oc3oc(=N)c(-c4csc(-c5cc6ccccc6oc5=O)n4)cc3c(=O)c12,95.7,97.3,99.0,101.6,110.8,88.2,99.6,98.3
COc1cc(C2CC(c3cc(OC)c(OC)c(OC)c3)=NN2C(C)=O)ccc1Oc1nc2c(c(=O)n(C)c(=O)n2C)n1C (configuration not stated),86.8,95.0,102.6,90.8,99.5,114.5,88.0,100.5
CC(=O)c1ccc(NC(=O)Cn2c(Nc3ccc(S(N)(=O)=O)cc3)nc3c2c(=O)n(C)c(=O)n3C)cc1,97.2,97.6,110.7,97.9,102.1,97.5,100.1,103.2
CC1(C)CC2=C3C=C[C@@H]4[C@@]5(C)CC[C@H](O[C@@H]6O[C@H](CO)[C@@H](O)[C@H](O)[C@H]6O)C(C)(C)[C@@H]5CC[C@@]4(C)[C@]3(C)CC[C@@]2(C(=O)O)CC1=O,107.6,98.6,103.5,100.4,86.6,84.0,97.1,88.8
O=C(/C=C/c1ccc(F)cc1)c1ccc(NC(=O)N2CCN(c3cc4c(cc3F)c(=O)c(C(=O)O)cn4C3CC3)CC2)cc1,78.2,83.7,90.6,95.3,104.5,91.3,96.8,97.2
Cc1ccc(/C(CSc2nc3[nH]c(=O)n(C)c(=O)c3[nH]2)=N\O)cc1,106.2,104.9,110.2,105.5,106.5,107.7,100.1,92.2
Cn1c(=O)c2c(nc(CO)n2C)n(C)c1=O,103.6,95.9,113.5,106.8,95.6,99.5,100.3,96.8
N#Cc1c(N2CCOCC2)nc(=S)[nH]c1-c1ccccc1,43.6,80.0,79.6,82.2,41.8,-3.7*,63.0,91.8
C[C@@H]1CN(c2ccc3ncc(C#Cc4cncc(C(=O)Nc5ccc(CN6CCN(C)CC6)c(C(F)(F)F)c5)c4)n3n2)C[C@@H](C)O1,-65.6*,-96.8*,-58.4*,-96.4*,-88.4*,-97.5*,-99.6*,-86.6*
Cc1ccc([N+]2=NOC(=O)C2S(=O)(=O)Nc2ccc(-n3c(-c4ccc(Cl)cc4)nc4ccccc4c3=O)cc2)cc1 (configuration not stated),79.7,85.7,107.7,101.4,104.6,123.6,88.9,97.9
O=C(O)[C@@H](Cc1ccc2ccccc2c1)NC(=O)n1c2ccccc2c2ccccc21,18.3,35.9,63.3,-53.0*,33.3,22.0,3.9*,57.7
COc1cc2c(c(OC)c1OC)C(=O)CC(c1cccc(NC(=O)c3cc(N)ccc3C)c1)O2 (configuration not stated),75.8,·,96.5,60.7,89.8,85.9,69.1,90.6
c1ccc([Se]CCCN2CCN(CCC[Se]c3ccccc3)CC2)cc1,92.3,91.6,110.7,-44.2*,121.3,123.1,101.1,104.4
O=C(Nc1ccccc1Cl)C1=NCC(=O)N(c2ccccc2)N1,93.5,124.5,106.4,105.4,107.4,115.5,98.5,127.9
Nc1ccccc1NC(=O)c1ccc(NC(=O)C/C=C/c2cccnc2)cc1,15.0,20.3,0.0*,26.3,15.5,18.1,12.3,26.6
CC(C)(C)n1nnnc1C(NC12CC3CC(CC(C3)C1)C2)c1c2ccccc2cc2ccccc12 (configuration not stated),70.6,74.8,108.3,95.1,85.9,96.2,94.8,90.7
O=C(N/N=C/[C@H](O)[C@H](O)[C@H](O)CO)c1ccc(NC(=O)c2cccnc2)cc1,96.2,99.1,111.9,103.5,118.4,107.7,104.3,99.8
O=C(c1ccccc1)C1C(c2ccccc2)C1[N+](=O)[O-] (configuration not stated),91.2,101.4,111.9,102.7,147.6,115.7,90.6,112.3
C[C@@H]1C(=O)[C@@H]2C[C@@H](O)[C@@H](O)C[C@]2(C)[C@H]2CC[C@@]3(C)C(=C12)CC[C@@H]3[C@@](C)(O)[C@H](O)CCC(C)(C)O,97.8,101.0,112.8,107.9,108.1,103.0,98.1,-10.5*
COc1ccc(NC2CCC(=O)N2CN2C(=O)CCC2Nc2ccc(OC)cc2)cc1 (configuration not stated),61.5,52.6,103.6,75.7,·,113.2,82.4,98.0
COC(=O)[C@@H](Cc1c[nH]c2ccccc12)NC(=O)COc1cc(O)c2c(=O)cc(-c3ccccc3)oc2c1,81.8,89.1,155.5,105.6,111.8,100.7,72.6,105.4
CCCCCCCCCCCCCCCc1ccc(N)c(OC2OC(CO)C(O)C(O)C2O)c1 (configuration not stated),76.3,86.3,111.9,99.6,80.6,22.5,111.1,51.5
COc1cccc(-c2cc(-c3ccc(N)cc3)[nH]c(=O)c2C#N)c1,97.7,95.7,111.2,102.9,108.6,102.4,101.5,109.4
O=c1[nH]c2ccc(Br)cc2c2c1C(c1ccc(Cl)cc1)c1c(ncn3nc(-c4ccco4)nc13)O2 (configuration not stated),59.8,76.7,91.1,85.2,89.1,77.5,67.4,98.3
CC(=O)OCC1OC(OCC(OC(C)=O)C(OC(C)=O)C(OC(C)=O)C(C#N)OC(C)=O)C(OC(C)=O)C(OC(C)=O)C1OC(C)=O (configuration not stated),91.5,93.6,109.4,101.4,109.8,105.6,106.6,·
N#Cc1c(-c2cccs2)nc2c(c(-c3ccccc3)nn2-c2ccccc2)c1-c1ccc2c(c1)OCO2,85.9,·,96.5,102.6,102.7,102.7,100.9,97.4
CCCCOC(=O)c1ccc(Cl)cc1,107.0,93.9,107.9,105.9,107.7,114.8,100.3,96.2
CC(=O)Nc1nc(O)c(C=Nc2cccnc2)s1,102.9,100.3,101.7,103.7,97.9,100.7,97.2,93.2
COc1cc(-c2cc(-c3ccc(N(C)C)cc3)c(C#N)c(N3CCOCC3)n2)cc(OC)c1OC,56.3,79.1,89.0,21.9,68.4,98.6,19.6,84.9
Cc1ccc(CC(C)C=O)cc1 (configuration not stated),·,100.1,100.0,107.6,101.3,101.0,104.7,80.6
CN(C)c1ccc(/C=c2\sc3nc(=O)c4nc(-c5ccccc5)c(-c5ccccc5)nc4n3c2=O)cc1,98.0,99.0,108.8,106.7,108.8,93.8,103.6,107.6
COC(=O)c1oc2c(C(C)=O)c(OCCCN(C)C)ccc2c1C,98.8,95.0,110.3,107.3,105.5,72.3,103.0,106.1
Nc1nnc(SCC(=O)NN2C(=O)NC3(CCCCC3)C2=O)s1,97.0,104.9,120.0,115.2,111.3,109.8,109.0,99.6
CC(C)(C)CC(C)(C)c1ccc(OCCSC(=N)N)cc1,66.5,8.7*,-72.7*,20.2,96.4,-0.3*,27.9,76.7
COc1ccc(-c2cc(C(=O)N3N=C(c4ccc(N)cc4)CC3c3ccc(OC)cc3)c3ccccc3n2)cc1 (configuration not stated),48.4,55.3,77.4,11.9,57.7,74.1,66.6,72.2
CSCC1OC(n2cnc3c(N)ncnc32)C(O)C1O (configuration not stated),108.1,100.8,161.8,109.8,113.1,110.9,100.2,·
CCc1ncc(C[n+]2csc(CCO)c2C)c(N)n1,101.3,103.0,113.3,107.4,91.3,100.0,111.1,88.2
CCCCCNC(=S)NNC(=S)N/N=C/c1cc(OC)c(OC)c(OC)c1,81.0,·,98.9,96.8,100.3,98.0,84.6,98.4

# Some of these compounds in order of formula weight, low to high:
SMILES,UACC-62,LOX IMVI,SK-MEL-28,MDA-MB-435,SK-MEL-2,MALME-3M,SK-MEL-5,UACC-257
CCc1ncc(C[n+]2csc(CCO)c2C)c(N)n1,101.3,103.0,113.3,107.4,91.3,100.0,111.1,88.2
CSCC1OC(n2cnc3c(N)ncnc32)C(O)C1O (configuration not stated),108.1,100.8,161.8,109.8,113.1,110.9,100.2,·
Nc1nnc(SCC(=O)NN2C(=O)NC3(CCCCC3)C2=O)s1,97.0,104.9,120.0,115.2,111.3,109.8,109.0,99.6
COc1ccc(-c2cc(C(=O)N3N=C(c4ccc(N)cc4)CC3c3ccc(OC)cc3)c3ccccc3n2)cc1 (configuration not stated),48.4,55.3,77.4,11.9,57.7,74.1,66.6,72.2
